Compound activity as filed in PubChem.
KCNQ1 pot = potentiators or activators of human KCNQ1 potassium channel; B-score at 10 µM; AID 2648; 310,000 tested, 0.35% active; CHO-K1 KCNQ1, thallium flux FluxOR fluorescence; hits give high values;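 active = fluorescence ratio B-score, a plate-corrected score, at least three library SD, with initial intensity B-score within 5 SD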
Target sequence (P51787 whole entry, looked up): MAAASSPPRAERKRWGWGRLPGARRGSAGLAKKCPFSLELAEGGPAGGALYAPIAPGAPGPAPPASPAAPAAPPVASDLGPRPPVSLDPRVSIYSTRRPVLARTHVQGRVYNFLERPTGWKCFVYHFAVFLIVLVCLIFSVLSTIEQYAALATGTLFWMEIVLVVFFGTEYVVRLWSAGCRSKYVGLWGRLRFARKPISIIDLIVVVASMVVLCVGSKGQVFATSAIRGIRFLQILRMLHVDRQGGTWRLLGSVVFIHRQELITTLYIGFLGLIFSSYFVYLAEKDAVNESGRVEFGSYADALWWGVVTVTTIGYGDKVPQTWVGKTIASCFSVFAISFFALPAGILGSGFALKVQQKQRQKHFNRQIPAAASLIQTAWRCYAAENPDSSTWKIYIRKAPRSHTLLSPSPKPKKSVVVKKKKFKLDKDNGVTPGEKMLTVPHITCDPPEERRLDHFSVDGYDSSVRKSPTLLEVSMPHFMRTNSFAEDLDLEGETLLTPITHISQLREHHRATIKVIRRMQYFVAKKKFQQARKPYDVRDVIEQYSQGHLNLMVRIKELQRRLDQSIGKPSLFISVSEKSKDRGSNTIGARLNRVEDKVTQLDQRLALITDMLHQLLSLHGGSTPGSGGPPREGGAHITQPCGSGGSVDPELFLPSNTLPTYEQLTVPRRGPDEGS
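Assay system: CHO-K1 cells stably expressing KCNQ1. Medium: assay buffer for compound exposure, DMSO matched across wells. Timing: 37 °C overnight plating, 90-min dark dye load, 20-min compound pretreatment. Signal: kinetic FluxOR fluorescence, 10 s baseline plus 110 s post-stimulus.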
TRPC4 agonist = opens the mouse TRPC4 cation channel. Q9QUQ5. HEK293 TRPC4beta/mu-opioid, Fluo4 calcium fluorescence; hits give high values. AID 2237. 310,000 tested, 0.49% active. B-score at 10 µM;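 active = B-score above 5 SD of library B-scores, and initial fluorescence ratio not above library mean plus 5 SD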;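 note: positive B-score marks a calcium rise read as TRPC4 activation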
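Incubation: 45 min room-temperature Fluo4 loading, 110 s read / System: HEK293 cells stably co-expressing mouse TRPC4beta and mu-opioid receptor / Signal: Fluo4 fluorescence, kinetic / Control set: buffer (low) and maximal DAMGO (high) / Measure: integrated baseline-normalised fluorescence ratio, converted to per-well B score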
KCNK9 block = inhibitors of human KCNK9 two-pore domain potassium channel; Q9NPC2; HEK293 KCNK9, FluxOR thallium flux fluorescence; hits give low values; B-score at 10 µM; 310,000 tested, 1.2% active;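 active = ratio B-score over 3 SD below the library mean, with starting fluorescence within 5 SD of its mean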;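 note: negative B-score means less thallium flux so channel inhibition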
ANO1 activ = activates or potentiates the mouse TMEM16A chloride channel; HEK293 TMEM16A/YFP-H148Q/I152L, iodide quench fluorescence; hits give low values; 340,000 tested, 0.3% active; B-score at 10 µM;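 active = fluorescence-ratio B-score plate-corrected deviation score at least 3 library SD below zero, with starting fluorescence score within 5 deviations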;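 note: channel opened by trigger with iodide after compound preincubation; score built on the fluorescence ratio of max minus min over baseline; more negative score means more quench and so TMEM16A activation or potentiation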
KCNQ1 inh = blocks the human KCNQ1 potassium channel; B-score at 10 µM; 310,000 tested, 1.3% active; CHO-K1 KCNQ1, FluxOR thallium flux fluorescence; hits give high values; P51787;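 active = compounds whose thallium flux B-score, printed positive for inhibition, exceeds three library SD while starting fluorescence stays within three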;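 note: channel opened by potassium depolarization with thallium stimulus after 20 min compound exposure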
Dyrk1A ADPGlo = inhibitors of rat Dyrk1A kinase; Q63470; ADP-Glo luminescence, NFATc1 peptide; inhibition, % at 12.5 µM; 310,000 tested, 0.43% active; AID 504441; in the data active = inhibition above about 50%;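 note: plate controls were vehicle with enzyme for no effect and no enzyme for full effect; many of its hits are not listed in these tables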
ANO1 block = mouse TMEM16A channel inhibition, primary screen | 310,000 tested, 1.2% active | HEK293 TMEM16A/YFP iodide influx fluorescence, ionomycin | normalized B-score (activity score, 25-100; higher = stronger inhibition) at 10 µM | AID 588511;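 active = ratio plate-corrected score three or more library SD toward inhibition, starting fluorescence score within five deviations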;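 note: score derived from kinetic fluorescence span divided by baseline fluorescence per well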
HDAC3 inh = inhibitors of human histone deacetylase 3; O15379; inhibition, % at 8.3 µM; recombinant HDAC3, fluorogenic peptide/trypsin coupled, fluorescence; 320,000 tested, 0.15% active; in the data active = inhibition above about 26%, passing the limit was not always enough; inconclusive = no clear call, values can overlap the other calls
TRPC4 PAM = TRPC4 (mouse) allosteric potentiation; AID 2227; 310,000 tested, 0.42% active; HEK293 TRPC4beta/mu-opioid, DAMGO EC20, Fluo-4 Ca2+ flux; hits give high values; Q9QUQ5; B-score at 10 µM;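 active = B-score of calcium response area above 5 SD of library B-scores, with initial fluorescence ratio within 5 SD of library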;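 note: B-score of integrated fluorescence ratio over time as area under calcium response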
KCNK3 block = human KCNK3 channel inhibition, primary screen; O14649; CHO-KCNK3 thallium flux, FluxOR fluorescence; hits give low values; B-score at 10 µM; 340,000 tested, 0.84% active; AID 602410;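 active = B-score under library mean minus 4 SD, starting fluorescence ratio at most library mean plus 5 SD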;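 note: more negative B-score means stronger inhibition of thallium flux through KCNK3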
Target sequence (O14649 whole entry, looked up): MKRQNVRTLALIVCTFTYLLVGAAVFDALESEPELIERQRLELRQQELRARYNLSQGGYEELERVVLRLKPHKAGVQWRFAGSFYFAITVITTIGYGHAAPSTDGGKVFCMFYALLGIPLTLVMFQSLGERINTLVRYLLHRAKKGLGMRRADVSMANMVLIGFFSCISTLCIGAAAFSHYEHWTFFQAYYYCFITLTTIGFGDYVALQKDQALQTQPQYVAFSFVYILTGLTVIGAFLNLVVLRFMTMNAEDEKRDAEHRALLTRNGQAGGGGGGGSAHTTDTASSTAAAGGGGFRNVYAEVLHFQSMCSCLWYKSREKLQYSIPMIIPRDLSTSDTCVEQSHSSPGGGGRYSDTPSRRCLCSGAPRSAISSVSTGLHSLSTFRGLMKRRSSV
hERG rescue = hERG (human) protection from proarrhythmic block; 310,000 tested, 0.51% active; CHO-hERG, FluxOR thallium flux, dofetilide IC70 present; activation (rescue from dofetilide block), less the hit threshold, % at 10 µM; Q12809;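 active = activation above the mean of controls blocked by dofetilide plus 5 SD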;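 note: thallium influx through hERG after potassium depolarization seen as dye fluorescence rise; in these data hits start at about 4.7%; inactives centre near -7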
Starred values were filed as active, the others as inactive; i = inactive; ? = inconclusive; / = no result given; & = joins results of further samples; ! = a repeat was not active. The list is partial. The share of hits here may be higher or lower than overall.

SMILES | KCNQ1 pot | TRPC4 agonist | KCNK9 block | ANO1 activ | KCNQ1 inh | Dyrk1A ADPGlo | ANO1 block | HDAC3 inh | TRPC4 PAM | KCNK3 block | hERG rescue
CC12CCCCC1(O)[N+](=O)C1=C(CCCC1)N2[O-] (configuration not stated) | i | i | i | i | i | 5 | i | 3 | i | i | -9
CCOC(=O)CNc1c(-c2ccc(OC)cc2)nc2ccc(Cl)cn12 | i | i | i | i | i | 12 | i | 2 | i | i | -14
CCOc1ccccc1C(=O)NCC(=O)OCC(=O)N1C(C)CCCC1C (configuration not stated) | i | i | i | i | i | -1 | i | 8 | i | i | -7
O=C(NCC(c1cccs1)N1CCOCC1)c1ccc(Cl)c([N+](=O)[O-])c1 (configuration not stated) | i | 90* | i | i | i | -4 | i | 0 | i | i | -4
O=C(NCCN1CCOCC1)N1c2ccccc2Sc2ccccc21 | i | i | i | i | i | 6 | i | -5 | i | i | -8
CCCCNC(=S)NNC(=O)c1c(Cl)c(C)nn1C | i | i | i | i | i | 1 | i | -6 | i | i | -8
COCCNC(=O)c1cc(-c2ccccc2OC)on1 | i | i | i | i | i | 8 | i | 3 | i | i | -12
Cc1cc(OCC(=O)N(C)Cc2ccccc2)ccc1Cl | i | i | i | i | i | 3 | i | 3 | i | i | -6
CCCCC(CC)CNC(=O)Cn1c(=S)[nH]c2ncccc2c1=O (configuration not stated) | i | i | i | / | i | / | i | 5 | i | / | 3
O=C(CC(c1ccccc1)C1CCCCC1=O)c1ccco1 (configuration not stated) | i | i | i | i | i | 9 | i | 1 | i | i | -4
CCN(CC)c1ccc(/C=C(\C#N)C(=O)NCc2ccccc2)cc1 | i | i | i | i | i | 12 | i | ? | i | i | -7
O=C(N/N=C/c1ccsc1)c1ccccn1 | i | i | i | i | i | 8 | i | 4 | i | i | -21
CSc1ccc(CN(C)C(=O)CSCC(=O)Nc2ccc(C)cc2)cc1 | i | i | i | i | i | 1 | i | -4 | i | i | -24
CC(=O)OCCNC(=O)Cn1cnc2c1c(=O)n(C)c(=O)n2C | i | i | i | i | i | -4 | i | 2 | i | i | -3
CC(C)(C)C1CCc2c(sc(N)c2C(N)=O)C1 (configuration not stated) | i | i | i | i | i | 0 | i | 2 | i | i | -4
COc1ccc(C2/C(=C(/O)c3ccc(F)cc3)C(=O)C(=O)N2c2ccccn2)cc1OC (configuration not stated) | i | i | i | i | i | 1 | i | 7 | i | i | -10
CCC(=O)Nc1ccc(S(=O)(=O)Nc2cc(C)on2)cc1 | i | i | i | i | i | -2 | i | 1 | i | i | -10
CC1=C(C(=O)OC(C)C)C2(O)C(=O)c3ccccc3C2(O)N1 (configuration not stated) | i | i | i | i | i | -4 | i | 4 | i | i | -11
CC(C)(O)CC[C@H](OC(=O)c1ccccc1)[C@](C)(O)[C@H]1CC[C@@]2(O)C3=CC(=O)[C@@H]4C[C@@H](O)[C@H](O)C[C@]4(C)C3CC[C@]12C (some centres not stated) | i | i | i | i | i | 6 | i | -3 | i | i | -5
Cc1ccc2oc(-c3ccccc3C(=O)O)cc(=O)c2c1 | i | i | i | i | i | 9 | i | -7 | i | i | -11
O=C(CSc1nc(-c2ccc(Cl)cc2)cs1)Nc1cccc([N+](=O)[O-])c1 | i | i | i | i | 6* | 2 | i | 5 | i | i | -17
O=C(Nc1ccc2[nH]c(=O)[nH]c2c1)c1c(F)c(F)c(F)c(F)c1F | i | i | i | i | i | -3 | i | 2 | i | i | 0
COc1ccc(OC2CCN(S(=O)(=O)c3ccc(OC)cc3)CC2)cc1 | i | i | i | i | i | 2 | i | -1 | i | i | -5
COc1ccc(NC(C)=O)cc1NC(=O)CSc1nnc(-c2ccncc2)n1C | i | i | i | i | i | -10 | i | 2 | i | i | -14
COc1ccccc1NC(=S)N(Cc1ccccn1)Cc1ccccc1Cl | i | i | i | i | i | -4 | i | -7 | i | i | -8
COc1ccccc1C(=O)OCCNC(=O)Cn1cnc2c1c(=O)n(C)c(=O)n2C | i | i | i | i | i | 0 | i | -4 | i | i | -4
O=c1c2ccccc2sn1-c1nccs1 | i | i | i | i | i | -1 | / | / | i | i | -4
CCOC(=O)NC(=O)C(=CNNc1ncc(C(F)(F)F)cc1Cl)C(=O)NC(=O)OCC | i | i | i | i | i | -2 | i | -1 | i | i | -10
COc1ccc(/C=C2\SC(=S)N(CCCC(=O)Nc3cc(C)on3)C2=O)cc1OC | i | i | i | i | i | 4 | i | -2 | i | i | -11
O=c1c2ccccc2cnn1Cc1n[nH]c(=S)n1-c1ccc(Cl)cc1 | i | i | i | i | i | -4 | i | -4 | i | i | -12
O=C(Nc1ccc(F)c(Cl)c1)C1CCN(S(=O)(=O)c2cccnc2)CC1 | i | i | i | i | i | 1 | i | -8 | i | i | -9
Cc1cccc(N2CC(C(=O)Nc3ccc4c(c3)OCCO4)CC2=O)c1C (configuration not stated) | i | i | i | i | i | -2 | i | 3 | i | i | -6
CCOc1cc(-c2noc(-c3ccncc3)n2)cc(Br)c1OC | i | i | i | i | i | 0 | i | 4 | i | i | -9
CCOc1ccc(-c2c(C(=O)N/N=C(\C)c3cccnc3)nnn2-c2nonc2N)cc1 | i | i | i | i | i | 4 | i | -5 | i | i | -3
Cc1ccc(-c2cc(C(=O)NCc3cccnc3)no2)cc1 | i | i | i | i | i | 6 | i | -11 | i | i | -7
COCCN(CC1CCCN(C2Cc3ccccc3C2)C1)C(=O)CCC(F)(F)F (configuration not stated) | i | i | i | i | i | 7 | i | 2 | i | i | -8
CC(C)[C@H](N)c1cn([C@@H](CO)C(=O)N2CCNCC2)nn1 | / | / | / | i | / | 8 | i | 1 | / | i | /
Cc1cc(NC(=O)COC(=O)c2cc(S(=O)(=O)N3CCOCC3)ccc2N2CCCCC2)no1 | i | i | i | i | i | 0 | i | 1 | i | i | -10
COc1ccc(C2C(C(=O)NCCN3CCOCC3)c3ccccc3C(=O)N2C2CCCCC2)cc1 (configuration not stated) | i | i | i | / | i | / | i | -5 | i | / | -7
O=C(Nc1ncc([N+](=O)[O-])s1)c1cccs1 | i | i | i | i | 6*! | 19&3 | 25* | ? | i | i | -5&-6
Cn1nnnc1SCC(=O)N1CCc2ccccc2C1 | / | / | / | i | / | 2 | i | 1 | / | i | /
O=C(N1CCCCC1)C12CC3CC(CC(C3)C1)C2 | i | i | i | i | i | 4 | i | -4 | i | i | -6
Cc1nnc(SCc2ccc(Cl)cc2Cl)[nH]c1=O | i | i | i | i | i | 3 | i | 2 | i | i | -11
O=C(O)C1=CC[C@@H](c2ccc(Cl)cc2)N(S(=O)(=O)c2ccc(Cl)cc2)[C@H]1c1ccccc1 | / | / | / | i | / | -3 | i | 0 | / | i | /
COCCCNC(=O)CN(C1CCCCC1)S(=O)(=O)c1ccc(C)cc1 | i | i | i | i | i | 0 | i | 0 | i | i | 4
CCOC(=O)C1CCN(Cc2cc(=O)n3c(-c4ccccc4)csc3n2)CC1 | i | i | i | i | i | 1 | i | 0 | i | i | -10
O=C(c1ccncc1)N1CCCC(N2CCN(c3ccc(F)cc3)CC2)C1 (configuration not stated) | i | i | i | i | i | -2 | i | 4 | i | i | -11
O=c1cc(CO)oc(C(Nc2ccccn2)c2ccc(C(F)(F)F)cc2)c1O (configuration not stated) | i | i | i | i | i | 6 | i | 2 | i | i | -1
COc1ccc(N2C(=O)CC(Sc3nnnn3-c3ccc(F)cc3)C2=O)cc1 (configuration not stated) | i | i | i | i | i | -1 | i | -4 | i | i | -4
O=C(COc1cccc2c1CCN(Cc1ccccc1F)C2=O)N1CCOCC1 | i | i | i | / | i | / | i | -1 | i | / | -9
COc1cccc(C(=O)Nc2ccc(-c3nnc(-c4ccco4)o3)cc2)c1 | i | i | i | i | i | -5 | i | -4 | i | i | -6
CCC(C)N(C(=O)CSc1nnc(COc2ccccc2F)n1N)C1CCS(=O)(=O)C1 (configuration not stated) | i | i | i | i | i | -1 | i | 1 | i | i | -10
OC1CCCN(c2ncnc3c2nnn3Cc2c(F)cccc2Cl)C1 (configuration not stated) | i | i | i | i | i | / | i | -3 | i | i | -5
CCn1cc(Br)c(C(=O)Nc2ccc(OC)cc2)n1 | i | i | i | i | i | -4 | i | -1 | i | i | -5
CCC(=O)Nc1ccc(-c2ccc(NC(=O)CC)c(OC)c2)cc1OC | i | i | i | i | i | 0 | i | 4 | i | i | -22
CC(Oc1ccc2ccc(=O)oc2c1)C(=O)N1CCOCC1 (configuration not stated) | i | i | i | i | i | -5 | i | -17 | i | i | -14
CC1(C)COCN1S(=O)(=O)c1ccc(C(=O)Nc2nnc(-c3ccc(Cl)s3)o2)cc1 | i | 111* | i | / | i | / | 100* | 7 | i | / | -1
CCC(=O)NC(c1ccccc1OC)c1ccc2cccnc2c1O (configuration not stated) | i | i | i | i | i | 4 | i | 6 | i | i | -5
O=S(=O)(NC1CCCCC1NCc1ccco1)c1ccccc1 (configuration not stated) | i | i | i | i | i | 3 | i | -3 | i | i | 0
CCc1nnc(NS(=O)(=O)c2ccc(N/C=C\C(=O)c3cccc4ccccc34)cc2)s1 | i | i | i | i | i | 10 | i | 6 | i | i | -7

Next part.
SMILES | KCNQ1 pot | TRPC4 agonist | KCNK9 block | ANO1 activ | KCNQ1 inh | Dyrk1A ADPGlo | ANO1 block | HDAC3 inh | TRPC4 PAM | KCNK3 block | hERG rescue
Cc1oc(-c2ccccc2)nc1C(=O)O | i | i | i | i | i | -2 | i | 0 | i | i | 2
COc1cc(/C=C/C(=O)OCC(=O)N2CCN(S(=O)(=O)c3ccc(C)cc3C)CC2)ccc1O | i | i | i | i | i | 1 | i | 0 | i | i | -13
O=c1c2ccccc2nc(-c2ccccc2)n1Cc1ccccc1 | i | i | i | i | i | -2 | i | -8 | i | i | -9
CCOC(=O)N1CCN(C(=O)c2ccc3c(c2)sc2nc(-c4ccccc4)cn23)CC1 | i | i | i | i | i | 11 | i | -6 | i | i | -7
Cc1ccc(NC(=O)C(=O)NCc2ccc(/C=C(/C#N)C(=O)NCc3cccnc3)o2)cc1C | i | i | i | i | i | -3 | i | 0 | i | i | -8
CNC(=O)c1c(C)nn(-c2ccc(F)c(Cl)c2)c1-c1cc(C)on1 | i | i | i | i | i | / | i | 3 | i | i | -6
Cc1ccc(NC(=O)CN2CCc3ccccc3C2)cc1F | i | i | i | i | i | 0 | i | -1 | i | i | -15
CCOC(=O)Nc1ccc2c(CN(C)Cc3ccc(F)cc3)cc(=O)oc2c1 | i | i | i | i | i | -6 | i | -6 | i | i | -5
Cc1cccc(NC(=O)COC(=O)c2ccc3c(=O)n4c(nc3c2)CCC4)c1 | i | i | i | i | i | -2 | i | -2 | i | i | -6
